NCI-60 one-dose screen, 48 h, at 10 µM unless noted. Numbers give growth in % (100 = growth as untreated, 0 = no growth, -100 = all killed).
HL-60(TB) – HL-60(TB) leukemia cells. 78,000 compounds, 9% hits; active means growth percent below 10
The depositor's hits bear a star; [ ] = another dose, or the depositor's remark. These rows are one share of the data, so the mix of outcomes need not match the whole.

Sample of the layout, 18 compounds:
SMILES	HL-60(TB)
O=c1[nH]c(CN2CCN(c3cccc(Cl)c3)CC2)nc2cc(Cl)ccc12	116
Cc1ccc(-c2csc(NC(=O)c3cc(-c4ccc(Br)cc4)nc4ccc(Cl)cc34)n2)cc1	100
CNC(=O)Oc1ccccc1C(Cl)(Cl)Cl	111
CCCn1c2cc(OCc3cn(-c4ccc(Cl)cc4)nn3)ccc2c2ccnc(C)c21	-51*
O=C(Nc1ccc(-c2n[nH]c(=S)o2)cc1)c1ccccn1	101
N#C/C(=C\NC(=S)Nc1cc(Cl)ccc1Cl)c1nc2ccccc2s1	102
CCOC(=O)c1c(C)[nH]c(C(=O)CCC(=O)OC)c1C	95
N[C@H](Cc1c[nH]c2ccccc12)C(=O)O	68
COc1cc([N+](=O)[O-])ccc1N=Nc1cc(S(=O)(=O)O)c2cccc(S(=O)(=O)O)c2c1O	140
COc1ccc(-c2cc(-c3cccnc3)nc(SCC(=O)O)c2C#N)cc1OC	82
Nc1nc(N)c2c(n1)NC(c1ccc(F)cc1)CC(c1ccc(Nc3nc(NCCO)nc(N4CCOCC4)n3)cc1)=N2 (stereo unspecified)	56
NS(=O)(=O)N1CCCCC1	113
O=C1C(Cl)=C(Nc2ccc(O)cc2)C(=O)N1Cc1ccc(Cl)cc1	33
O=C(CNc1nc(-c2cccc([N+](=O)[O-])c2)cs1)Nc1ccccc1Cl	87
CC(=O)Oc1cccc(C(=O)O)c1	95
O=CNc1ccccc1	84
O=C1Nc2ccc(OC(F)(F)F)cc2C12Nc1ccccc1S2 (stereo unspecified)	84
O=c1cccc2n1C[C@H]1CNCC2C1	98

The list itself, repeating the preview:
SMILES	HL-60(TB)
O=c1[nH]c(CN2CCN(c3cccc(Cl)c3)CC2)nc2cc(Cl)ccc12	116
Cc1ccc(-c2csc(NC(=O)c3cc(-c4ccc(Br)cc4)nc4ccc(Cl)cc34)n2)cc1	100
CNC(=O)Oc1ccccc1C(Cl)(Cl)Cl	111
CCCn1c2cc(OCc3cn(-c4ccc(Cl)cc4)nn3)ccc2c2ccnc(C)c21	-51*
O=C(Nc1ccc(-c2n[nH]c(=S)o2)cc1)c1ccccn1	101
N#C/C(=C\NC(=S)Nc1cc(Cl)ccc1Cl)c1nc2ccccc2s1	102
CCOC(=O)c1c(C)[nH]c(C(=O)CCC(=O)OC)c1C	95
N[C@H](Cc1c[nH]c2ccccc12)C(=O)O	68
COc1cc([N+](=O)[O-])ccc1N=Nc1cc(S(=O)(=O)O)c2cccc(S(=O)(=O)O)c2c1O	140
COc1ccc(-c2cc(-c3cccnc3)nc(SCC(=O)O)c2C#N)cc1OC	82
Nc1nc(N)c2c(n1)NC(c1ccc(F)cc1)CC(c1ccc(Nc3nc(NCCO)nc(N4CCOCC4)n3)cc1)=N2 (stereo unspecified)	56
NS(=O)(=O)N1CCCCC1	113
O=C1C(Cl)=C(Nc2ccc(O)cc2)C(=O)N1Cc1ccc(Cl)cc1	33
O=C(CNc1nc(-c2cccc([N+](=O)[O-])c2)cs1)Nc1ccccc1Cl	87
CC(=O)Oc1cccc(C(=O)O)c1	95
O=CNc1ccccc1	84
O=C1Nc2ccc(OC(F)(F)F)cc2C12Nc1ccccc1S2 (stereo unspecified)	84
O=c1cccc2n1C[C@H]1CNCC2C1	98
COc1cccc([C@H]2c3[nH]c4ccccc4c3C[C@H]3C(=O)N(CCCCCCC(=O)NO)CC(=O)N23)c1	31
CC(O)c1cc[cH-]c1.[Fe+2].c1cc[cH-]c1 (stereo unspecified)	93
O=c1cc(-c2ccccc2)oc2cc(OCCCC[P+](c3ccccc3)(c3ccccc3)c3ccccc3)cc(O)c12	-51*
COc1ccc(C2=C3CC[C@@H]4[C@H](CC[C@]5(C)C(=O)CC[C@@H]45)C3=CC3C(O)c4ccccc4N4C(=O)COC234)cc1 (stereo partly specified)	91
CCCCOC(=O)C(N)Cc1ccc(O)cc1 (stereo unspecified)	115
NC1=CNNc2c3ncnc-3ncn21	109
C=CCN1c2cccc3cccc(c23)N(CC=C)C1c1cn(-c2ccccc2)nc1-c1cccc([N+](=O)[O-])c1	81
More compounds
SMILES	HL-60(TB)
COc1ccc2nc3cc(Cl)ccc3c(NCCCNCCO)c2c1	-14*
CCOC(=O)c1cc(-c2ccc(Cl)cc2)n(-c2ccc(Cl)cc2Cl)c1C	95
Cc1ccc(NCCN(C)CC(C)O)c2c(=O)c3ccccc3sc12 (stereo unspecified)	31
CC(=O)NNC(=S)N/C=C/c1c(C)ccc([N+](=O)[O-])c1[N+](=O)[O-]	100
N#Cc1c(Nc2ccccc2)nn2c(-c3ccc(Cl)cc3)ccnc12	92
CC(C)(C)c1cc(NCc2cccnc2)n(-c2ccccc2)n1	103
CCOC(=O)C1C(=O)CC(=O)C(C(=O)OCC)C1c1ccc(O)cc1 (stereo unspecified)	114
CCCCN(CCCC)CCCCCCCCCCO	95
CCOC(=O)CSc1ncnc2c1c(-c1ccccc1)c(-c1ccccc1)n2-c1cccc(Cl)c1	98
CCCCCCCNC(=O)CI	117
OC1c2ccccc2C=Cc2ccccc21	106
Nc1ccc(S(=O)(=O)Nc2cc(F)cc(F)c2)cc1	73
Cc1ccc(S(=O)(=O)NC(=O)c2ccccc2)cc1	89
Cc1ccc2nc(-c3ccc(OCC(=O)NN)cc3)[nH]c2c1	89
N/C(=N\S(=O)(=O)c1cc(C(F)(F)F)cc(C(F)(F)F)c1)c1ccncc1	106
Nc1cc(Cl)c(S(N)(=O)=O)cc1S(N)(=O)=O	104
Cc1cccc[n+]1CCc1ccccc1	92
N/C(Cc1ccc(N)cc1)=N\O	86
CCNc1ccc(N=Nc2c(S(=O)(=O)O)cc3cc(S(=O)(=O)O)cc(O)c3c2O)cc1	57
CCc1cccc(C)c1NC(=O)c1sc2nc3c(cc2c1N)CCCC3	91
O=C(Nc1nccs1)c1ccc([N+](=O)[O-])cc1	96
CC(C)OC(=O)Nc1cc(F)ccc1F	95
NS(=O)(=O)c1ccc(Nc2nc(SCC(=O)c3ccc(Cl)cc3)nc3ccccc23)cc1	103
CCc1cccc2c1S/C(=C/c1ccc(OC)cc1)C2=O	5.2*
COC(=O)/C(=C\c1ccc([N+](=O)[O-])cc1)NC(=O)c1ccccc1	94
New compounds follow:
SMILES	HL-60(TB)
O=C(/C=C/c1cn(-c2ccccc2)nc1-c1ccccc1)OCc1cn(-c2cccc([N+](=O)[O-])c2)nn1	93
CCOC(=O)NC(/C=C/c1ccccc1)NC(=O)OCC	103
CC(C)(C)CC(C)(C)C1=CC(=O)C(C(C)(C)CC(C)(C)C)=CC1=O	107
CC(C)S(=O)(=O)c1ccccc1NC(=O)c1cc(-c2ccc(F)cc2F)ccc1O	136
CCc1ccc(Oc2cn[nH]c2-c2ccc(OCc3ccc(F)cc3)cc2O)cc1	90
C#CCN(Cc1ccccc1OC)Cc1ccccc1S(=O)c1ccccc1 (stereo unspecified)	69
O=C1c2ccccc2C(=O)N1/N=C/c1ccc2c(c1)OCO2	88
N#CC(C#N)=Cc1ccc(Oc2ccccc2)cc1	97
COc1cc(C(=O)C[n+]2ccc3ccccc3c2)cc(OC)c1OC	93
Cc1ccccc1/C=C/C(=O)c1cccc(OCCCOc2cccc(C(=O)/C=C/c3ccccc3C)c2)c1	78[3 µM]
Cc1ccc(OCc2occc2C(=O)Nc2ccc(S(N)(=O)=O)cc2)cc1	102
O=C(O)C#CCC(O)CCc1ccccc1 (stereo unspecified)	102
CN(N)c1nc2sc3c(c2c(=O)[nH]1)CCCC3	102
N#Cc1ccc2[nH]c3nccc(NCc4ccccc4)c3c2c1	105
COc1ccc(C(=O)/C=C/c2ccc3c(c2)OCO3)cc1S(=O)(=O)Nc1c(N)nc(SC)[nH]c1=O	75
O=C(Nc1cccc2ccccc12)OCc1ccccc1	78
O=C(O/C(=C/c1ccccc1)C(F)(F)F)c1ccccc1	32
O=C(O)c1ccc(-n2c(=O)n(-c3cccc(C(F)(F)F)c3)c(=O)c3cc(-c4ccc(F)cc4F)ccc32)cc1	-41*
CC(C)c1ccc(C2=C/C(=C\c3ccccc3)C(=O)N2CCc2ccc(S(N)(=O)=O)cc2)cc1	95
Cc1ccc(S(=O)(=O)NCCCCC(N)C(=O)O)cc1 (stereo unspecified)	103
COc1cc2nc(Cl)nc(Nc3cccc(C4=Nc5c(N)nc(N)nc5NC(c5ccc6c(c5)OCO6)C4)c3)c2cc1OC (stereo unspecified)	68
O=C(/C(Br)=C/c1ccncc1)c1ccc([N+](=O)[O-])cc1	65
Fc1cccc(Cl)c1/C=N/Nc1nc(N/N=C/c2c(F)cccc2Cl)nc(N2CCCCC2)n1	1.3*
CSc1c(-c2nc3ccccc3s2)c(N)nc2c(C#N)c(Nc3ccccc3)nn12	98
Cc1c2c(cn1Cc1ccccc1)CCc1cn(C)nc1-2	63
Next part
SMILES	HL-60(TB)
COC(=O)[C@]12CCC(C)(C)C[C@H]1C1=CC[C@@H]3[C@@]4(C)CCC(=O)NC(C)(C)[C@@H]4CC[C@@]3(C)[C@]1(C)CC2	104
CCNc1cccc2ccccc12	87
CC(=O)[O][Hg][c]1c(N)c(C)cc(C)c1F	-13*
COc1cc2c(c(OC)c1OC)C(c1cc(C3CCNCC3)ccc1F)NC(=O)N2 (stereo unspecified)	77
O=[N+]([O-])c1cccc(C2c3sc4ccc(Cl)cc4c3Nc3nnc(-c4cccc(F)c4)n32)c1 (stereo unspecified)	97
CN1CCCN(C(c2ccccc2)c2ccc(Cl)cc2)CC1 (stereo unspecified)	93
COc1cc(-c2nc(SCCC(C)C)nc(Nc3ccccc3)c2C#N)cc(OC)c1OC	84
COC(=O)c1cc2c(=O)[nH]cc3c2c(n1)CCC3	75
CCCCCCCCCCCCCCCC(=O)OCc1cc(=O)c(O)co1	53
CCCCCC(C)N (stereo unspecified)	97
Cc1ccc(-c2csc(NC(=O)CSc3nc(C)cc(=O)[nH]3)n2)cc1	88
CC(=O)OCc1ccc([N+](=O)[O-])cc1	81
C=C(c1cn(C(C)=O)c2ccccc12)c1cn(C(C)=O)c2ccccc12	66
CC(=O)Nc1ccc(-c2nc3ccc(-c4ccc(O)cc4)cc3[nH]2)cc1	81
CCCCOC(=O)c1ccc(NC(=O)CCl)cc1	25
c1ccc(Cn2cc3c(c2)-c2ncncc2CC3)cc1	96
NS(=O)(=O)c1ccc(-n2c(O)c(C3=c4cc(Cl)ccc4=NC3=O)sc2=S)cc1	99
Cc1ccc(CCCC(=O)O)c(C)c1	98
Cn1c(=O)c2c(nc(N3CCCC3)n2C)n(C)c1=O	95
Cn1cc(/C=N/Nc2cccc(Cl)n2)c2ccccc21	57
COc1ccc(C(C#N)=C2C=CC(=NO)C=C2)cc1	52
CC(C)(O)C(Cl)(Cl)Cl	88
CC1(C)CCC(C)(C)C2CC3CC4C(CC3CC21)C(C)(C)CCC4(C)C (stereo unspecified)	52
CCCCCCCCCCCCCCCCCC(=O)OCC1CCCO1 (stereo unspecified)	110
NS(=O)(=O)c1ccc(NC(=O)Cn2c(=S)n(-c3ccccc3)c(=O)c3ccccc32)cc1	100
Going on with the list:
SMILES	HL-60(TB)
CCCCCC(=O)OC1CCCCC1C (stereo unspecified)	101
C=CC[C@H]1CCC2=C(/C(C)=C/C)N(S(=O)(=O)c3ccc(C)cc3)CCC[C@H]2O1	83
Clc1ccc(/C=C/c2nc(N3CCOCC3)c3cc(Cl)c(Cl)cc3n2)cc1	74
CC(=O)Nc1ccc(S(=O)(=O)Nc2nnc(C)c(C)n2)cc1	90
CNS(=O)(=O)c1ccc(Cl)c(Cl)c1	137
CCCN1C(=O)/C(=c2\sc3n(c2=O)C2C(NN=3)N(CC)C(=O)N2CC)c2ccccc21 (stereo unspecified)	-41*
OC(c1ccccc1)c1ccccc1	86
NC1=NC(/C=C/c2ccccc2)n2c(nc3ccccc32)N1 (stereo unspecified)	108
CC(=O)Nc1ccc(S(=O)(=O)c2ccnc3cc(Cl)ccc23)cc1	87
COc1ccc(Cl)cc1C/C=N/NC(=O)c1cccc(C)c1O	86
COc1ccc(C2CC(c3ccccc3)=Nc3ccccc3S2)cc1 (stereo unspecified)	86
CC(C)CNc1nc(C#N)nc(NCC(C)C)n1	108
CCOC(=O)c1ccc(C=O)cc1	113
O=c1cc(C(O)CC[N+](=O)[O-])c2cc(Cl)ccc2o1 (stereo unspecified)	86
COc1ccc(/C=C2\Oc3cc(OCCCN4CCCC4)ccc3C2=O)cc1	95
O=C1CN2C(c3ccc(Cl)cc3)=CSC2=N1	94
O=C1C(Cl)C(c2ccccc2Cl)N1n1cnnc1 (stereo unspecified)	109
CCN1CCN(c2ccc(Nc3cc(-c4cccnc4Nc4c(Cl)c(OC)cc(OC)c4Cl)ncn3)cc2)CC1	56
Cc1cc(=O)[nH]c2nc3c(=O)n(C)c(=O)n(C)c3n12	110
O=C(N=Nc1c(O)[nH]c2ccccc12)c1cc(-c2ccccc2)on1	97
Nc1c(C(=O)Nc2ccccc2Cl)sc2nc3c(cc12)CN(Cc1ccccc1)CC3	76
Cc1ccc(S(=O)(=O)/N=c2\c3ccccc3cnn2C2=NCCN2S(=O)(=O)c2ccc(C)cc2)cc1	99
O=S(=O)(OCCCCO)c1ccccc1	107
COc1cc(/C=C/C(=O)c2cc(-c3ccc(C(F)(F)F)cc3)ccc2O)cc(OC)c1OC	14
CC(C)=CC1C(C(=O)OCc2cccc(Oc3ccccc3)c2)C1(C)C (stereo unspecified)	119
(continued)
SMILES	HL-60(TB)
O=C1C(c2cccc3ccccc23)=C(c2c[nH]c3c(F)cccc23)C(=O)N1O	69
COC(=O)c1ccc(Cn2cc(CSc3nc4ccccc4o3)nn2)cc1	108
CCOC(=O)c1cc(C(=O)c2ccc(Br)cc2)n2ncccc12	54
CC[C@]12C=CCN3CC[C@@]4(c5ccc(OC)cc5N(C)[C@H]4[C@@](O)(C(=O)OC)[C@@H]1OC(=O)CCCP(=O)(c1ccccc1)c1ccccc1)[C@@H]32	94
O=C(Nc1ccc(Cl)c(Cl)c1)Nc1ncccc1OCc1ccc(F)cc1	83
Cc1nc2ccc(F)cc2c(=O)n1/N=C/N(C)C	99
CC(=O)Nc1ccc(S(=O)(=O)F)cc1Cl	100
COc1ccc(NC(=O)CSc2nnc(-c3ccc(-c4nc5ccc(Cl)cc5[nH]4)cc3)o2)cc1	61
CCCCC(SC(CC)(C(C)=O)c1ccccc1)C(N)=O (stereo unspecified)	104
COc1ccc(O)c(N=Nc2nccs2)c1	-22*
COc1cc(-c2nn(C(C)(C)C)cc2-c2ccnc(NCCCNS(=O)(=O)c3ccccc3)n2)ccc1F	67
Clc1ccc(-n2on2-c2ccc(Cl)cc2)cc1	96
CSP(=S)(SC)SC(C)C	111
